Hsp90 block: displaces geldanamycin probe from tumor Hsp90; P07900; NCI-N417 lysate Hsp90, Cy3B-geldanamycin FP displacement; inhibition, % at 30 µM; hit rate 0.35% among 64,000;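 active = inhibition above 50%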;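 also: 0% = tracer plus lysate wells and 100% = tracer alone without lysate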
D1 allo mod: allosterically modulates the human D1 dopamine receptor; P21728; HEK293 D1, CRE-luciferase, dopamine EC30 potentiation; actives deviate in either direction; hit rate 5.9% among 58,000; B-score at 10 µM;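 active = luminescence count or its row- and column-corrected plate score outside the 99.7% band of the plate's sample wells, on either side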
Ecoli tolC: blocks growth of E. coli BW25113 tolC mutant. hit rate 2.2% among 65,000. AID 573. growth inhibition, % at 10 µM (by protocol). OD615;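 active = growth inhibition at or above a cutoff equal to the mean over every tested compound plus 3 SD, cut at about 60% in these data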;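 also: growth measured after 20 h incubation at 37 °C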
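Doses: one dose of 10 µM final / Material: E. coli BW25113 ΔtolC::kan, tolC deletion mutant strain / Buffer or medium: LB with kanamycin 50 µg/mL / Evaluation: percent growth inhibition / Detection: optical density read at 615 nm / Incubation: 37 °C, 20 h exposure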
CatB mix inh: inhibitors of human cathepsin B in compound mixtures. inhibition, %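 (ten-compound pools at 5 µM per compound and 50 µM total)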. AID 488. hit rate 0.06% among 62,000. Purified cathepsin B, AMC dipeptide fluorescence; in the data active = inhibition above about 22%, passing the limit was not always enough;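 also: 0% = enzyme without compound and 100% = no enzyme blank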
AP complement: alternative pathway complement inhibition, orthogonal assay | AID 1235 | Human serum alternative complement pathway, LPS-coated ELISA, C3 deposition; tested in compound mixtures | hit rate 0.08% among 62,000 | inhibition, % at 5 µM;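 active = inhibition above 30% in each of the two pooled mixtures holding the compound, so the lower value exceeds 30%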;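 also: 0% = serum in Mg-EGTA without compound and 100% = EDTA serum blank; some compounds past the cut are filed as inactive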
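Medium: diluted human serum in Mg2+-EGTA GVB++. Assay system: human serum complement alternative pathway, C3 deposition onto LPS. Also added: Plate-bound LPS. Technique: Anti-C3 ELISA, OD 450 nm. Measure: percent inhibition. Incubation: 1 h at 37 °C. Dosing: 5 µM each compound, pools of ten, 50 µM per pool.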
DUSP1 inh: human dual specificity phosphatase 1 inhibition | recombinant MKP-1, OMFP hydrolysis fluorescence | inhibition, %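 (compounds tested at a single concentration somewhere between 10 and 100 µM)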 | hit rate 0.15% among 65,000 | AID 374;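 active = inhibition above about 50%, limit read from the data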;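 also: 0% = DMSO max control wells and 100% = wells with enzyme stopped by NaOH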
Target sequence (P28562 whole entry, looked up): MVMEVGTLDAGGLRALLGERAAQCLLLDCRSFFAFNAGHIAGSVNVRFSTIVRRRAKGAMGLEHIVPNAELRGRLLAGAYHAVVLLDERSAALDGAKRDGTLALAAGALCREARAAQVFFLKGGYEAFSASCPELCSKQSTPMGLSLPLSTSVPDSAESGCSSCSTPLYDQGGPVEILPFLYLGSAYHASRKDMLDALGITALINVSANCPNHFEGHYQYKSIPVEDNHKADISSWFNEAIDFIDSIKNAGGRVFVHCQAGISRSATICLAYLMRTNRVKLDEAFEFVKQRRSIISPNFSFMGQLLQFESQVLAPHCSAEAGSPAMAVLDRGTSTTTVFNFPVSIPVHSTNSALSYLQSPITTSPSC
E coli RNAP: Escherichia coli RNA polymerase inhibition; E. coli RNA polymerase, fluorescence transcription assay; inhibition, %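 (tested at 10 µM)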; hit rate 0.2% among 62,000; AID 559; in the data active = inhibition above about 20%;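 also: 0% = enzyme without compound and 100% = no enzyme blank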
CatB inh: blocks human cathepsin B protease activity; P07858; purified cathepsin B, fluorogenic substrate, fluorescence; inhibition, %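 (tested at 10 µM)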; hit rate 0.1% among 63,000; AID 453; in the data active = inhibition above about 21%;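 also: 0% = enzyme with no compound and 100% = no enzyme blank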
Cdc25B block: inhibitors of human Cdc25B phosphatase; hit rate 0.1% among 65,000; recombinant Cdc25B, OMFP fluorescence Ex485/Em525; AID 368; inhibition, %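 (compounds tested at 10 µM final in the well)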; in the data active = inhibition above about 50%
Target sequence (P30305 whole entry, looked up): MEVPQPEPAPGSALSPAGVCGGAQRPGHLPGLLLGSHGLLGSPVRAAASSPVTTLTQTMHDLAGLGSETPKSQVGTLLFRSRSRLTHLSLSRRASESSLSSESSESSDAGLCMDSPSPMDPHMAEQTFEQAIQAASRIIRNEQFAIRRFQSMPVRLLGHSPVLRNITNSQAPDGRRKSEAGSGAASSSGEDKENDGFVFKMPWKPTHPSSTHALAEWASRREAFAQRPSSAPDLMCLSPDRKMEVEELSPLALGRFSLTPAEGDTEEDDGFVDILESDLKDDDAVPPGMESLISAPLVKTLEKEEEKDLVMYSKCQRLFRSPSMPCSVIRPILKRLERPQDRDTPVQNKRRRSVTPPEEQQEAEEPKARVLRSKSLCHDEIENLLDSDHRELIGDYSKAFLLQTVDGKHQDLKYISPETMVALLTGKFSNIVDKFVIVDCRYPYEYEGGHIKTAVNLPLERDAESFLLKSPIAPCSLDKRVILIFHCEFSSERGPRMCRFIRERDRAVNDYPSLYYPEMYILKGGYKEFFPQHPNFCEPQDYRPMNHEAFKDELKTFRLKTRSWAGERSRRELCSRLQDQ
An asterisk follows results filed as active; nt = no result given.

SMILES	Hsp90 block	D1 allo mod	Ecoli tolC	CatB mix inh	AP complement	DUSP1 inh	E coli RNAP	CatB inh	Cdc25B block
O=C(NCCCN1CCCC1=O)c1ccc2c(c1)NC(=O)C(N1CCOCC1)S2 (stereo not drawn)	2	-0.11	-35	8	6	-3	9	0	9
CCOC(=O)C1=C(C)Nc2ncnn2C1c1cc(Br)ccc1F (stereo not drawn)	-2	-0.85	5	-11	21	13	-2	1	-1
O=C(c1ccc(C(=O)N2CCN(c3ccccc3F)CC2)nc1)N1CCN(c2ccccc2F)CC1	2	-0.047	-10	-1	6	5	5	4	-14
COC(=O)CSc1nc(N2CCCCC2)c2c(c1C#N)CCCC2	0	-1.5	64*	5	21	11	2	-8	-5
COc1cccc(NC2=NC3(CCCCC3)N=C(N)N2)c1	-3	-2.7*	35	5	2	2	3	6	-8
Cc1cccc(OCC(=O)Nc2ccccc2N2CCCCC2)c1	1	-0.61	59	2	-4	7	7	-1	-16
O=C1SC(SCc2ccccc2)=N/C1=C\c1ccco1	-12	0.024	1	3	8	7	9	3	4
CCN(CC)c1ccc(NC(=O)CSc2nc3ccccc3c(=O)[nH]2)cc1	3	0.064	30	0	11	8	0	4	6
COc1ccc(N(C(=O)c2ccc(Br)o2)C2C=CS(=O)(=O)C2)cc1 (stereo not drawn)	-1	nt	-12	-15	-7	9	-3	-4	-3
CC(=O)Nc1ccc(S(=O)(=O)Nc2ccc(N3CCOCC3)cc2)cc1	2	nt	-31	10	7	8	3	1	21
COc1cc2c(C)nc(C)c(C#N)c2cc1OC	-6	3.8	33	0	-1	3	12	1	6
CCCn1nc(C(=O)OCC(=O)c2ccc3c(c2)NC(=O)CO3)c2ccccc2c1=O	-6	nt	-5	-5	22	33	5	1	-10
OC1(c2ccccc2F)CCN(Cc2nnc(-c3ccccc3)o2)CC1	-4	nt	-2	0	5	0	1	3	-10
Cc1ccccc1-n1nc(C(=O)O)c(C)c(C#N)c1=O	nt	0.72	-10	5	8	11	8	4	-14
CCOc1cc(N2CCOCC2)c(OCC)cc1NC(=O)C(NC(=O)c1ccco1)C(C)C (stereo not drawn)	1	0.29	-8	-1	8	3	7	6	-24
CN(c1ccccc1)S(=O)(=O)c1ccc(C(=O)OCC(=O)NCc2ccco2)cc1	-2	-0.14	3	4	-13	14	4	9	-18
Cc1ccc2nc(C3CCN(CC(=O)N4CCCCCC4)CC3)[nH]c2c1	-4	nt	-9	-24	12	1	7	-5	0
CCN=C1SC(C(N)=O)CC(=O)N1CC (stereo not drawn)	-1	6.3*	-10	1	7	-4	4	6	-10
Cc1nnc(SCC(=O)Nc2nccs2)s1	-2	0.58	-7	5	-3	3	7	9	-16
COc1ccc(C2CC(c3cccc(C)c3)n3ncnc3N2)cc1 (stereo not drawn)	1	-0.035	20	5	-19	-11	0	3	-16
Nc1scc(-c2ccncc2)c1Cl	2	2	9	-4	8	2	8	3	-6
CC(C)(C)OC(=O)N1CCC(C(=O)N2CCCCCC2)CC1	1	-0.38	-24	-10	3	7	10	1	-12
O=C(Nc1ccc(N2CCCCC2)c(C(=O)O)c1)c1ccco1	-6	0.099	-11	3	1	6	6	2	-8
Brc1c(CSc2nc3ccccc3o2)nc2ncccn12	-7	2.4	26	1	29	-9	0	1	-5
CC(=O)C1=C(O)C(=O)N(c2ccc(S(N)(=O)=O)cc2)C1c1ccccc1F (stereo not drawn)	-1	nt	4	nt	nt	-20	nt	-2	-5
Cc1ccc(S(=O)(=O)NC2=NCN(Cc3cccnc3)CN2)cc1	3	-0.39	-9	1	-5	-19	1	0	2
Cc1c(C(=O)Nc2ccncc2)oc2c1C(=O)CC(C)(C)C2	-2	0.23	16	4	8	0	11	3	-12
O=c1[nH]nc(Sc2ncnc3sccc23)n1CCc1ccccc1	1	-1.7	17	7	5	1	0	-1	-6
CN1CCc2nc(SCCOc3ccccc3)c(C#N)cc2C1	-8	0.41	35	-7	7	-8	-6	2	-2
Cc1c(=O)n(OCc2c(F)cccc2F)c2ccccc2[n+]1[O-]	0	nt	-4	nt	nt	-21	8	5	24
CCCc1cc(=O)oc2cc(OCC(=O)Nc3cc(C)on3)ccc12	-2	-0.31	-9	-3	26	29	-11	-5	10
CCN1CCN(CC(O)COc2ccc(C(C)=O)cc2)CC1 (stereo not drawn)	-1	0.32	-5	-9	9	1	3	1	-3
CCc1cc2ccccc2nc1SCC(=O)N1CCN(C(=O)c2ccco2)CC1	0	0.76	10	6	1	35	13	5	-15
COC(=O)c1ccc(NC(=O)C2CCCN2S(=O)(=O)c2ccc(OC)cc2)cc1 (stereo not drawn)	-10	-0.0073	13	nt	nt	-6	nt	nt	2
COc1cc(C2c3c(oc4ccccc4c3=O)C(=O)N2c2ccc(C)cn2)ccc1O (stereo not drawn)	-2	1.8	18	4	1	15	9	3	-12
c1csc(-c2csc3nc(CN4CCOCC4)nc(NCc4ccc5c(c4)OCO5)c23)c1	-1	0.9	16	2	8	25	3	0	-9
Fc1ccc(Br)cc1C1C=C(c2ccc(Br)s2)Nc2ncnn21 (stereo not drawn)	-5	0.86	69*	1	9	12	-2	5	2
Cn1nnc2cc(C(=O)NC(C)(C)C)ccc21	-5	-0.0041	-9	5	-2	-9	11	6	2
C=CCNc1nnc(SCC(=O)N2CCCCC2)c2ccccc12	-7	2.1	-9	-2	12	-8	5	2	-11
O=C(c1cccs1)N(CC1CCCO1)c1nc(-c2ccccc2)cs1 (stereo not drawn)	-2	-1.8	34	6	20	22	nt	nt	-20
COc1cccc(-c2nc(C(N)=O)c3[nH]c(=O)n(-c4ccccc4)c3n2)c1OC	-7	2.4	0	1	10	10	-1	1	-10
Cc1ccc(NC(=O)CS(=O)CC(=O)N(CC(=O)NC2CCCC2)c2cc(C)ccc2C)cc1 (stereo not drawn)	-2	-1.1	7	4	-3	7	4	-7	-11
O=C(c1ccco1)c1cn(CC(=O)N2CCCCC2)c2ccccc12	0	-0.34	-8	8	-4	8	4	-1	-17
CC(C)(C)c1ccc(C(=O)CSc2ncn[nH]2)cc1	-3	-0.98	7	1	3	0	5	-5	-14
CCOC(=O)CSc1nnc(-c2cccc(Br)c2)o1	-2	-0.23	-5	0	8	0	10	5	-5
CCC(=O)Nc1ccc2nc(C)n(CC(=O)Nc3ccccc3)c(=O)c2c1	-7	0.27	-12	6	5	13	11	-1	7
O=C(CN1C(=O)c2ccccc2S1(=O)=O)NC1CCCC1	1	-0.53	-12	1	12	-2	2	4	-9
O=C(Cc1cccs1)NCc1ccccc1	0	0.13	-11	3	14	1	-3	-1	-9
CC(O)CNc1nc2ccccc2n1-c1ncnc2sc3c(c12)CCC3 (stereo not drawn)	-1	0.44	16	-1	-2	-2	11	0	-8
CCOc1ccc(S(=O)(=O)N(CC(=O)Nc2cc(C)on2)Cc2ccccc2Cl)cc1	-3	0.32	23	1	-1	40	5	1	-14
CC1=C(C#N)C(NC(=O)c2ccco2)(C(F)(F)F)C(=O)N1 (stereo not drawn)	-4	-0.41	-17	-3	7	8	7	6	0
O=C(CN1CCC2(CC1)OCCO2)c1c[nH]c2ccccc12	-6	-0.099	-3	0	-11	-22	2	-2	-3
CCOC(=O)c1ccccc1NC(=O)CN(c1ccccc1OC)S(C)(=O)=O	5	-0.4	0	1	-2	10	3	0	-3
NC(=NC(=O)c1ccccc1)C1=C(O)CCC1=O	1	-0.25	0	-4	27	-1	-6	0	6
O=C(Nc1sc2c(c1C(=O)NC1CC1)CCCCCC2)c1ccco1	-13	1.8	8	2	10	11	3	-6	-17
CCOC(=O)c1sc(-c2ccccc2)cc1NC(=O)CSc1nnnn1C	-5	-0.45	25	0	1	27	8	5	-33
O=C(CSc1nc2c([nH]c3ccccc32)c(=O)n1-c1ccccc1)N1CCOCC1	0	-0.64	-12	1	23	7	6	5	5
CSc1cccc(NC(=O)c2nnn(Cc3ccccc3)c2N)c1	-3	0.047	24	0	10	26	-3	4	-7
O=P(CO)(Cc1ccccc1)Cc1ccccc1	-1	0.013	-20	0	29	4	nt	nt	-13
CCN(CCO)C(=O)CC(c1ccccc1)c1cc(Br)ccc1O (stereo not drawn)	-1	-2.9	28	3	23	8	6	2	-2
(further entries)
SMILES	Hsp90 block	D1 allo mod	Ecoli tolC	CatB mix inh	AP complement	DUSP1 inh	E coli RNAP	CatB inh	Cdc25B block
O=C(Cn1cnc2c(nnn2-c2ccccc2)c1=O)NCc1ccco1	-4	nt	9	6	-1	4	-1	8	-1
Cc1ccc(CN2C(=O)/C(=C3\SC(N4CCOCC4)=NC3=O)c3cc(Br)ccc32)cc1	-3	0.58	1	5	7	22	10	-2	-6
COCCn1c(CN(Cc2ccccc2)Cc2ccccc2)nc2c1c(=O)n(C)c(=O)n2C	-2	1.8	38	-2	0	-2	-1	-1	-13
Nc1nnnn1/N=C/c1cccs1	2	nt	19	nt	nt	-7	1	0	14
COc1ccc(F)cc1S(=O)(=O)NC1CCCCCC1	0	-1	2	-5	2	8	1	5	-16
COc1ccccc1N1CCN(C(=O)c2ccc(N3CCCC3=O)cc2)CC1	0	nt	-13	0	-1	24	6	-1	-1
CCn1c(-c2cccc(Br)c2)n[nH]c1=S	-3	0.1	8	1	4	-5	3	6	-2
CCOC(=O)N1CCC(NS(=O)(=O)c2cc3c(cc2C)NC(=O)CO3)CC1	1	0.0051	-9	36	12	12	-4	1	1
O=C(NCCN1CCOCC1)Nc1ccc(Cl)cc1	-2	0.19	-10	-3	9	-7	-1	0	1
Cc1ccc2[nH]c(=O)c(CN(CCCO)S(=O)(=O)c3cccc4nsnc34)cc2c1	-4	nt	6	0	-7	9	0	-1	-10
O=C(COc1ccc(S(=O)(=O)N2CCCC2)cc1Cl)NCc1ccco1	-10	-0.45	-4	4	6	23	3	-1	-2
Cc1ccc(S(=O)(=O)N2CCCN(S(=O)(=O)C3CCS(=O)(=O)C3)CC2)cc1 (stereo not drawn)	5	-0.0089	-2	4	6	-7	4	5	-2
N#Cc1c(N)n(C2CCCCC2)c2nc3ccccc3nc12	-4	3.3*	15	-2	-6	18	-6	-11	0
Cc1ccnc(N2CCN(C(=O)CSc3nc4ccccc4nc3N3CCCCC3)CC2)c1	-4	0.59	55	-1	18	7	-3	-2	12
C=CCn1c(Cc2cccs2)nnc1SCC(=O)c1ccc(F)cc1	-5	1.2	10	7	-17	-28	6	7	2
N#CC(C(=O)NC1CCCCC1)c1nc2ccccc2nc1N1CCCCC1 (stereo not drawn)	0	0.014	nt	-15	17	17	-3	0	6
CCC1(C)Nc2ccccc2C(=O)N1O (stereo not drawn)	0	nt	-19	5	8	-17	0	3	8
COc1cccc(OCCN2CCN(c3ncnc4c3cnn4-c3ccccc3)CC2)c1	-3	0.81	13	nt	nt	-26	4	3	18
COc1ccc(OC)c(C2=Nn3c(nnc3-c3cc(OC)c(OC)c(OC)c3)SC2)c1	-3	0.98	14	1	11	0	4	0	2
